Shn3 inh set2: inhibitors of Schnurri-3 3'UTR reporter in osteoblasts; Clone20 osteoblast Shn3 3'UTR firefly luciferase, 24 h; inhibition, % at 12.5 µM; 360,000 tested, 0.52% active;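 active means mean inhibition of at least 75% with every replicate also reaching 75%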;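 further: 0% = median of neutral control wells and 100% = pilot-screen positive control compound; some compounds past the cut are filed as inactive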
NR2E3 ag-1: human photoreceptor-specific nuclear receptor agonism | Q9Y5X4 | CHO-S Gal4-NCOR/VP16-NR2E3 two-hybrid, luciferase | AID 602229 | inhibition of corepressor binding, % at 3.98 µM | 360,000 tested, 0.35% active;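 active means inhibition above the mean of all tested compounds plus 3 SD, cut at about 70% in these data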;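 further: 0% = DMSO with NR2E3 transfected cells and 100% = cells lacking NR2E3 construct; higher means lower luciferase signal from less NR2E3 corepressor binding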
Target sequence (Q9Y5X4 whole entry, looked up, the tested form may be a part): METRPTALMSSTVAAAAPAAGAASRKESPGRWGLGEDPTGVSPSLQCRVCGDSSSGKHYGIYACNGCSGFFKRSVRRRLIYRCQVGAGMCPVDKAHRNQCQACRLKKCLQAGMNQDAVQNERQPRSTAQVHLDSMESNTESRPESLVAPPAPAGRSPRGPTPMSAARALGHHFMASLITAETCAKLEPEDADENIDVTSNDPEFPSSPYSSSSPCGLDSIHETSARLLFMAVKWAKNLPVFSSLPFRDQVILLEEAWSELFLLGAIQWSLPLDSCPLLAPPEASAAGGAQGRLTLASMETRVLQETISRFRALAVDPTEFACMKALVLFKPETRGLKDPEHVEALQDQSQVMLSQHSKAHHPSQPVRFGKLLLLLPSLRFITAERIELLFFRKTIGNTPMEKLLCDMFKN
CF NFkB block: cystic fibrosis NF-kB activation inhibition. KKLEB NF-kB-GFP reporter, PAF-induced, GFP fluorescence overnight. inhibition, % at 5 µM. 360,000 tested, 0.86% active. AID 588850;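 active means at least 50% inhibition at 5 µM, scaled per plate between neutral and stimulator controls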;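 further: PAF is a Pseudomonas aeruginosa culture filtrate used as stimulus; plate controls were PAF-stimulated DMSO wells for no effect and unstimulated DMSO wells for full effect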
KKLEB tox: counter-screen for CF NF-kB inhibitors: cytotoxicity; 360,000 tested, 0.36% active; activity change (cytotoxicity), % at 5 µM; KKLEB CF airway cells viability, ATPlite luminescence, overnight; hits give low values; cells stimulated with P. aeruginosa culture filtrate;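 active means corrected activity change at or below -50% at 5 µM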
MITF TRPM1 inh: MITF TRPM1 promoter inhibition in SK-MEL-5 cells; 330,000 tested, 0.83% active; AID 488899; inhibition, % at 12.5 µM; SK-MEL-5 TRPM1 promoter luciferase, 24 h;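 active means mean inhibition across replicates of 60% or more, whatever share of single replicates reaches that level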; further: values of inactives mirror those of a sister screen read the other way
HIF-2a inh: blocks HIF-2a reporter activity | 360,000 tested, 0.72% active | 786-0 RCC cells HIF-2a reporter, luciferase luminescence, overnight | AID 624352 | inhibition, % at 18.8 µM;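 active means inhibition of the luminescence signal of 40% or more relative to plate controls, in a single-dose primary screen at 18.75 µM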
NR2E3 ag-2: activates human photoreceptor nuclear receptor NR2E3; AID 2300; 320,000 tested, 0.12% active; inhibition of corepressor binding, % at 4.78 µM; GST-NR2E3/biotin-RetCOR TR-FRET, 1536-well;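 active means percent inhibition above the cutoff of mean plus 3 SD of all tested compounds, set per screening campaign, cut at about 20% in these data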;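 further: 0% = DMSO wells and 100% = biotin wells as full block of FRET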
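Material: NR2E3–RetCOR corepressor complex / Incubation: Compound–protein incubation for 5 h at 4 °C / Dosing: compound at 4.8 µM, single dose / Detection: time-resolved FRET / Benchmarks: high control biotin, low control 0.6% DMSO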
LMP1 NFkB inh: Epstein-Barr LMP1 NF-kappaB reporter inhibition; LMP1-induced NF-kappaB luciferase reporter cells, luminescence; inhibition, % at 12.5 µM; 350,000 tested, 0.69% active; in the data active means inhibition above about 41%;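 further: 0% = neutral control wells and 100% = reference inhibitor control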
C8 TRAIL sens: caspase-8 TRAIL sensitization. NB7+C8 cells + TRAIL, ATPlite viability luminescence. inhibition (viability loss, TRAIL sensitization), % at 10 µM. 360,000 tested, 1% active;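 active means compounds causing at least 50% loss of cell viability in the single-dose screen, relative to plate controls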
iPSC survival up: hiPSC single-cell survival enhancement; ATPlite luminescence; 100% = ROCK inhibitor wells, 0% = DMSO; survival enhancement, % at 20 µM; 360,000 tested, 0.044% active; in the data active means survival enhancement above about 18%;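 further: cells exposed to compounds for 16 hours before the ATP read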
Peg3 prom inh: inhibitors of Peg3 promoter | HeLa PEG-Prom luciferase reporter, luminescence, overnight | inhibition, % at 20 µM | 360,000 tested, 1.7% active | AID 588405;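 active means inhibition of at least 50% at 20 µM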
An asterisk follows results filed as active; . = no result given. Some of the compounds tested (hit frequency here may not be typical).

SMILES	Shn3 inh set2	NR2E3 ag-1	CF NFkB block	KKLEB tox	MITF TRPM1 inh	HIF-2a inh	NR2E3 ag-2	LMP1 NFkB inh	C8 TRAIL sens	iPSC survival up	Peg3 prom inh
CN(C1CCS(=O)(=O)C1)S(=O)(=O)c1ccccc1[N+](=O)[O-] (configuration not stated)	-11	13	-2	12	7	26	0	2	-17	-1.0	14
CCCCCCn1c(N2CCN(c3ccccc3)CC2)nc2c1c(=O)[nH]c(=O)n2C	-3	-35	8	-4	-1	18	-3	-17	-9	4.0	7
O=C(COc1ccc2ccccc2c1)NNC(=O)Cc1ccccc1	-5	-20	22	3	7	13	-104	6	-6	-0.5	7
CCCNC(=O)C1CC(c2ccccc2[N+](=O)[O-])=NO1 (configuration not stated)	-12	7	-36	18	12	-2	-1	0	-10	4.3	2
Cc1ncc(NS(=O)(=O)c2ccc(N)cc2)nc1C	-25	-3	12	-5	-3	-1	.	2	-5	-2.1	-1
CCCN(CC(=O)Nc1ccccc1C)C(=O)c1cc(=O)[nH]c2ccccc12	-8	-6	-13	-5	2	13	3	-9	-12	0.6	-7
CC(C)Oc1ccc(F)cc1-c1cc(C(=O)NC2CCCCC2)[nH]n1	-10	-49	2	3	.	-9	.	.	-15	-0.6	6
Cc1ccc(NC(=O)/C(CN(C)C)=N\O)cc1	-58	-20	8	0	-31	-126	0	17	-18	-0.4	-99
Cc1cccc(NC2(C(F)(F)F)N=C3SCCN3C2=O)n1 (configuration not stated)	-10	-34	15	-5	-8	3	3	0	17	5.0	-1
CC(=O)Nc1ccc(-c2csc(NC(=O)Nc3ccccc3)n2)cc1	3	-31	33	-4	49	-274	.	25	41	-2.7	102*
O=C1C(C23CC4CC(CC(C4)C2)C3)C(=O)N(c2ccccc2)N1c1ccccc1	-4	-14	1	0	-2	7	-1	-1	5	1.5	11
COc1cc2c(cc1OC)CN(C(=O)CCN1C(=O)C3CCCCC3C1=O)CC2 (configuration not stated)	-76	6	4	2	-4	9	2	-19	-3	0.5	-2
COc1ccc(C[C@H]2CN3C(=NC[C@@H]3Cc3ccccc3)N2CCNC(=O)c2ccc(C)c(Br)c2)cc1	-7	3	27	-33	31	2	6	-19	38	-4.6	97*
O=C(NCc1ccco1)c1ccc(COc2ccccc2[N+](=O)[O-])o1	11	-6	-42	12	12	-4	0	-18	16	-0.3	-1
Cc1cc(NC(=O)CSc2nnnn2-c2ccccc2C)no1	-59	-10	-3	23	-13	-85	3	1	5	-0.2	-102
COc1ccc(-n2nc(C(=O)NCC(=O)NCc3ccccc3OC)c3ccccc3c2=O)c(OC)c1	-5	-21	6	0	-1	25	2	-8	-17	1.6	13
Cc1ccc(C)c(C(=O)NC(C)c2ccc(-n3ccnc3)cc2)c1 (configuration not stated)	3	-14	-4	-5	17	15	2	-5	-3	-0.3	11
Cc1ccc(C)c(S(=O)(=O)/N=C(/Nc2ccccc2)c2ccccc2)c1	26	10	26	-5	-2	-1	.	5	-3	-2.4	16
COC(=O)c1ccc(/C=C/c2nc3ccccc3c(=O)[nH]2)cc1	-64	-22	1	-4	-66	-76	2	-14	53*	-0.6	-87
Cc1ccc(C2N(c3ccccc3)C(=S)N3CCCN23)cc1 (configuration not stated)	-16	-1	-8	10	-3	10	-2	4	-5	-1.0	10
CN1/C(=C\C(=O)c2ccccc2Cl)c2ccccc2CC1(C)C	3	-6	-4	11	-1	18	-3	4	-10	-0.8	-22
COc1ccc(NC(=O)CSc2nnc(-c3ccccc3C)n2C)cc1	-4	0	8	-4	7	18	2	-7	-3	1.8	6
COc1cc(-c2cc(C(=O)NCc3ccc(S(N)(=O)=O)cc3)c3ccccc3n2)cc(OC)c1OC	-2	-5	-40	-14	-1	3	1	-3	2	1.0	30
Cc1oc(C2CC2)cc1C(=O)O	9	-26	-26	6	8	11	-1	-1	7	-1.7	-11
Cc1ccc(-c2noc(C3CCCN(C(=O)c4ccccc4Br)C3)n2)cc1 (configuration not stated)	21	8	1	5	-9	-169	1	0	3	-0.5	-70
Brc1ccc(-c2noc(C3CCCCC3)n2)cc1	-77	6	-3	-3	-50	-205	-2	-6	2	1.6	-284
CCOC(=O)c1[nH]c2ccccc2c1CCCN1C(=O)c2ccccc2C1=O	9	-15	14	-2	5	18	0	10	-4	1.3	25
OC1(c2ccc(Cl)cc2)CN(c2ccccc2)C2=[N+]1CCS2 (configuration not stated)	3	-2	-1	6	7	13	2	2	-2	0.1	-3
Cc1nn(CCO)c(C)c1Oc1ccccc1O	0	-1	4	-8	-9	12	-1	1	1	-1.5	-5
Cc1cccn2c(=O)c3cc(C(=O)O)n(C)c3nc12	-11	16	-24	4	7	7	0	1	20	-1.5	14
Cc1ccc(C)n1-c1ccc(C(=O)Nc2ccccc2)cc1	-74	-3	-3	-5	-39	-178	-2	7	11	-3.2	-158
Cc1c(C(=O)N2CCN(C3CCS(=O)(=O)C3)CC2)oc2c(F)cccc12 (configuration not stated)	-22	11	8	1	9	3	0	0	6	5.7	8
O=C(COC(=O)c1ccc([N+](=O)[O-])s1)Nc1ncc(C(F)(F)F)cc1Cl	-6	15	-29	-15	16	3	4	5	-10	0.4	3
COc1ccc(CNC(=O)N[C@H](C(=O)O)C(C)C)cc1OC	-6	8	13	-3	5	10	3	-7	4	-0.5	19
O=C(NCC1COc2ccccc2O1)c1ccc(-n2cncn2)c([N+](=O)[O-])c1 (configuration not stated)	-11	5	26	-31	7	12	3	-2	14	0.6	-5
CCN(CC)S(=O)(=O)c1ccc(C2CNC(=O)C2)cc1 (configuration not stated)	7	-18	2	-5	3	3	-3	2	-7	-0.3	5
CCN(c1ccccc1)S(=O)(=O)c1ccc(Oc2ccccc2)c(N)c1	-23	21	-1	0	3	-9	.	-4	2	2.7	16
Cc1ccc(N2C(=O)c3ccccc3C2=O)cc1C	-7	-54	4	1	-21	-85	-1	6	-9	3.9	-36
O=C(Cc1cccc2ccccc12)NCC(=O)N1CCN(CC(=O)Nc2ccc(F)cc2)CC1	9	27	-17	1	.	12	.	6	-6	2.3	7
Cc1cc(C)n(C(=O)c2c([N+](=O)[O-])cnn2C)n1	8	-1	11	10	-7	12	-2	0	5	1.1	11
CCOC(=O)c1oc2ccc(CNCCO)c(Cl)c2c1C	-47	-35	-24	-2	-22	-159	-1	-22	0	0.3	-188
CN(c1ccccc1)S(=O)(=O)c1cccc(C(=O)OCC(=O)NCc2ccco2)c1	-17	7	-34	-7	8	16	1	2	2	2.8	2
CC1(C)Cc2c(cnn2-c2ccc(F)cc2)C(NC(=O)CN2CCCCC2=O)C1 (configuration not stated)	-16	6	-15	16	3	-27	3	-11	-19	-0.4	-26
CCn1c(SCC(=O)N2CCc3ccccc3C2)nc2c1c(=O)n(C)c(=O)n2C	7	-22	-23	-17	-10	17	-1	-3	-6	4.3	-6
CCOc1ccc(CCNC(=O)CN2C(=O)COc3ccc(S(=O)(=O)N4CCOCC4)cc32)cc1	-21	3	-8	-4	-3	1	1	0	0	0.0	-9
C[C@H](NC(=O)c1ccc(Cl)cc1)C(=O)NCCc1ccc(S(N)(=O)=O)cc1	1	-19	4	2	16	12	-3	7	-3	1.6	-5
CCOc1ccc(NC(=S)NC(C)c2cccs2)cc1 (configuration not stated)	1	-19	5	0	-7	-5	0	-14	-9	-0.2	3
COc1ccc(NC(=S)N2CCN(CCN=CC3=C(O)CC(c4ccccc4)CC3=O)CC2)cc1 (configuration not stated)	7	6	-2	2	3	10	-1	-2	-1	-1.0	0
Cc1ccc(N2C(=O)N3[C@H](c4cccc(C)c4)[C@@H]4C(=O)N(Cc5ccccc5)C(=O)[C@@H]4[C@]3(C)C2=O)cc1	10	-15	4	-4	-2	9	1	-6	-5	-0.2	7
C=CCN(C(=O)CNC(=O)c1ccco1)C(C(=O)NC1CCCCC1)c1ccccc1 (configuration not stated)	7	-18	-1	5	0	6	-2	0	3	0.1	18
O=C(NC1CCCCC1)c1cccc(N2C(=O)CCC2=O)c1	-18	-2	-10	6	-1	8	.	-2	-8	-0.1	14
Nc1ccc(C#Cc2c(-c3ccsc3)oc3ccc(N4CCOCC4)cc23)cc1	-75	-73	12	-29	-79	-195	7	-21	34	-4.0	-175
CC1(C(=O)NCC2CCOCC2)Cc2c(-c3cccc(C(F)(F)F)c3)ccnc2O1 (configuration not stated)	3	-14	16	-25	.	12	.	.	9	0.2	10
Cc1ccc(C2(C)NC(=O)N(CC(=O)NCc3ccccc3Cl)C2=O)cc1 (configuration not stated)	-15	-8	-16	7	3	19	2	-7	-10	-0.4	5
Cn1nnc(NC(=O)c2cccc([N+](=O)[O-])c2)n1	-15	-19	2	-2	14	21	0	-4	-2	-0.1	-14
COC(=O)c1ccc(C(=O)OC)c(NC(=O)CN2CCN(c3ccccc3OC)CC2)c1	18	-17	-9	16	10	37	1	15	-5	7.1	52*
Cc1cc(C)n(CCCC(=O)O)n1	10	-11	1	-2	-2	15	-3	-11	-11	-0.6	4
Brc1ccc(OCCOCCOc2cccc3cccnc23)cc1	-7	-46	2	6	-3	23	0	-1	-14	0.1	16
Nc1cccc(CCc2nc3cc4ccccc4cc3[nH]2)c1	-31	-137	24	1	-11	-224	0	-22	-11	0.0	-285
COCCNC(=O)c1ccc(NS(=O)(=O)c2ccc3[nH]c(=O)[nH]c3c2)cc1	-18	-2	21	2	-3	-29	1	3	1	0.3	-7
Next part:
SMILES	Shn3 inh set2	NR2E3 ag-1	CF NFkB block	KKLEB tox	MITF TRPM1 inh	HIF-2a inh	NR2E3 ag-2	LMP1 NFkB inh	C8 TRAIL sens	iPSC survival up	Peg3 prom inh
Cc1nn(CCCC(=O)NCc2ccccc2Cl)c(=O)c2nccn12	-4	20	4	-14	18	16	-3	4	-2	1.1	3
O=C(Cc1c(Cl)cccc1Cl)Nc1ccncc1Cl	39	22	21	-10	-11	21	4	8	7	-0.3	23
CC(C)(C)c1ccc(CC(=O)N2CCC2(C)C(=O)NCCC#N)cc1 (configuration not stated)	-18	12	10	9	.	12	.	.	10	4.1	-1
COC(=O)[C@]1(Cc2ccccc2)N[C@H](CN(C)S(=O)(=O)c2ccc(OC)cc2)[C@@H]2C(=O)N(C)C(=O)[C@@H]21	-9	-21	-22	9	8	3	.	-6	-6	0.1	11
CC(=O)n1cc(N(C(=O)CCl)c2ccc(Cl)cc2)c2ccccc21	57	1	98*	-94*	.	83*	-1	.	94*	-0.9	108*

Pulled one by one from the list above (2):
SMILES	Shn3 inh set2	NR2E3 ag-1	CF NFkB block	KKLEB tox	MITF TRPM1 inh	HIF-2a inh	NR2E3 ag-2	LMP1 NFkB inh	C8 TRAIL sens	iPSC survival up	Peg3 prom inh
CN(c1ccccc1)S(=O)(=O)c1cccc(C(=O)OCC(=O)NCc2ccco2)c1	-17	7	-34	-7	8	16	1	2	2	2.8	2
Nc1ccc(C#Cc2c(-c3ccsc3)oc3ccc(N4CCOCC4)cc23)cc1	-75	-73	12	-29	-79	-195	7	-21	34	-4.0	-175

Screening data from PubChem BioAssay.
